Bioassay records as filed in PubChem.
Pf apPOL inh – Pf-apPOL DNA polymerase inhibition; Recombinant Pf-apPOL, molecular beacon fluorescence, 1.5 h; inhibition, % at 10 µM; 0.25% of 210,000 active
mHTT-CaM PPI inh – disrupts binding of mutant huntingtin to calmodulin. P42858. AlphaScreen His-mHTT/GST-CaM binding, luminescence. inhibition, % at 15 µM. 3.6% of 190,000 active. AID 1671202;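 further: 0% = both proteins with DMSO and 100% = one protein alone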
Target sequence (P42858 whole entry, looked up, stated change not applied): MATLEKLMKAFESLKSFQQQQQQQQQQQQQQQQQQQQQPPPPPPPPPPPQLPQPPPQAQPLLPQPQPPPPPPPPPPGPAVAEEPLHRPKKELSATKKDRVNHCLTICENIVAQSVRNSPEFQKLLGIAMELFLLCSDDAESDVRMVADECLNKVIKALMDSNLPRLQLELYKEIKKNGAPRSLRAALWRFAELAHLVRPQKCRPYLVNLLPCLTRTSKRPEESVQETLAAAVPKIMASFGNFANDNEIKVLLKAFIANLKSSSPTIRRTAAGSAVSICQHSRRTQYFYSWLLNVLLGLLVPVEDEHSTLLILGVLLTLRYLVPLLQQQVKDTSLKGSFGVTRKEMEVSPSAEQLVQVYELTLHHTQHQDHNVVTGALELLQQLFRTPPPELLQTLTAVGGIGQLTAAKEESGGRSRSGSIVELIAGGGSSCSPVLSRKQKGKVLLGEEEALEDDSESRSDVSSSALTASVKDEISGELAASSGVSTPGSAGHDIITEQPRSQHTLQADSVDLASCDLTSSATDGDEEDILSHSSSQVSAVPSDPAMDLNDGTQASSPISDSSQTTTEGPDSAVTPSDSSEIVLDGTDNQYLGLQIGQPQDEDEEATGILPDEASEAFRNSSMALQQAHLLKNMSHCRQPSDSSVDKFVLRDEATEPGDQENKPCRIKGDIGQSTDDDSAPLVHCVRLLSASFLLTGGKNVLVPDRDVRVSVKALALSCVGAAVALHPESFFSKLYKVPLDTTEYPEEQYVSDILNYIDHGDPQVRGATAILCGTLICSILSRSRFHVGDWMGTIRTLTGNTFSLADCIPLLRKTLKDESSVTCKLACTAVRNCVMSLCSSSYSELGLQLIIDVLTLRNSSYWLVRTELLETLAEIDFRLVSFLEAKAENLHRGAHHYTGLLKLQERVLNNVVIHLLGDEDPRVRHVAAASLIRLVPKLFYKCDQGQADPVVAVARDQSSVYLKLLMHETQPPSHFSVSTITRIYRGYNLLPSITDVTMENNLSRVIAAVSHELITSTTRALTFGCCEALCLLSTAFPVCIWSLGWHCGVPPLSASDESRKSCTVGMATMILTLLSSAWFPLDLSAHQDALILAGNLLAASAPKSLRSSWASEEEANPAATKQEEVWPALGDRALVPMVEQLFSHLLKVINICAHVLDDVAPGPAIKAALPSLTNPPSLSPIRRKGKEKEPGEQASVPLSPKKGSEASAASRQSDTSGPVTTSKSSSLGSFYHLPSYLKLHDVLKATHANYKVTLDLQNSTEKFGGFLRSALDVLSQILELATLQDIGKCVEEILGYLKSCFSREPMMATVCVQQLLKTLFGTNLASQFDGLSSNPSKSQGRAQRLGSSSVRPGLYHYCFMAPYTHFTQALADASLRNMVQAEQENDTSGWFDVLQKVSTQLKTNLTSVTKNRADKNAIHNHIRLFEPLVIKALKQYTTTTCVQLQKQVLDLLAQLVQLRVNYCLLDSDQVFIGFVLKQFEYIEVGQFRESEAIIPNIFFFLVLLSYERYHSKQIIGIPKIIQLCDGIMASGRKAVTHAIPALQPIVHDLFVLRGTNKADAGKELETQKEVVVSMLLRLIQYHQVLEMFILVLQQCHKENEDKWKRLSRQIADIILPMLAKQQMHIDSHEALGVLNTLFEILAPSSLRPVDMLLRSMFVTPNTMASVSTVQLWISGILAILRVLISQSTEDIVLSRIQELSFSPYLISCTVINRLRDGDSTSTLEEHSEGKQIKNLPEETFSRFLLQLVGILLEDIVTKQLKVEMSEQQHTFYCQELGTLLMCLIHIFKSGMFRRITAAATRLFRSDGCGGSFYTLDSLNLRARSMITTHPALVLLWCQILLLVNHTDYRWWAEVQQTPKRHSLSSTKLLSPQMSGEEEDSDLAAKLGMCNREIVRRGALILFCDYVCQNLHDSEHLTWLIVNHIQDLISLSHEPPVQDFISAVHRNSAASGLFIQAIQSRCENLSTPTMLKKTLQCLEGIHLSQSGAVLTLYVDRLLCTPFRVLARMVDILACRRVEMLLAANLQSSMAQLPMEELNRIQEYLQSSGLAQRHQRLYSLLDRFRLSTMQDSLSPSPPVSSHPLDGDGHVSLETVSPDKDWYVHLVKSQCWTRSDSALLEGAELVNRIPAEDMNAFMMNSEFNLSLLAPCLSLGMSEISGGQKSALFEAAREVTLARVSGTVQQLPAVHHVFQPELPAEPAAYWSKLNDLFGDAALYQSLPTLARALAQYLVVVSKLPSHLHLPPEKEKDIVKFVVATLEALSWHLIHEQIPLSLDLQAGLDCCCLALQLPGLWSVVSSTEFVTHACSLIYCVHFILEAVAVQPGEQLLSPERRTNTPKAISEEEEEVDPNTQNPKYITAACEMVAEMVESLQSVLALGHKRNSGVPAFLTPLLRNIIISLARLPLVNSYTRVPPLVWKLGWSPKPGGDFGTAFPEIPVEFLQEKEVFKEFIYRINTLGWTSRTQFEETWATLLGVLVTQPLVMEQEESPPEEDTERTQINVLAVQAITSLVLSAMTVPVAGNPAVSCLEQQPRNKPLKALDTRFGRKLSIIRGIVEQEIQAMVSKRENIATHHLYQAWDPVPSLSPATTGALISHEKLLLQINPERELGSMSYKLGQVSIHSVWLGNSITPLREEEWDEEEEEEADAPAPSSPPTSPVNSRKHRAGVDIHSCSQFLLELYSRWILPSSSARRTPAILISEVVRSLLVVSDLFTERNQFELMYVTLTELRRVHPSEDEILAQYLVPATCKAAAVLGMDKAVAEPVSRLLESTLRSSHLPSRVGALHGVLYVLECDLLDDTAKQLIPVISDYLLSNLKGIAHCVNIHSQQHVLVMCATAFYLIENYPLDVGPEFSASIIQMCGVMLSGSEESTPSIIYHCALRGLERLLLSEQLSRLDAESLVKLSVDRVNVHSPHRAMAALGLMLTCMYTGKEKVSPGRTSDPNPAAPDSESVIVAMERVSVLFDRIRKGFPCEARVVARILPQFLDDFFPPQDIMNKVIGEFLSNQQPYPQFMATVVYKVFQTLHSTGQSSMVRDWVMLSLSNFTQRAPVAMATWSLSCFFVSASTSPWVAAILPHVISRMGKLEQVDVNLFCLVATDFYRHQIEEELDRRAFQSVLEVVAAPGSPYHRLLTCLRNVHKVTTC
* = called active by the depositor; i = inactive; . = no result given; & = joins results of further samples. No stated cut-off is given here; in the data, active means inhibition above about 50%; inactive means the rest. Compounds as they come, and some 3.5% of all compounds hit somewhere here.

SMILES	Pf apPOL inh	mHTT-CaM PPI inh
O=C(Nc1ccc(N2CCOCC2)cc1)c1ccc(Cl)cc1Cl	4	2
COc1ccc(CNC(=O)C2CCN(c3nc4cccnc4s3)CC2)c(OC)c1	-3	-8
CSc1nnc2c(n1)OC(c1ccc(N(C)C)cc1)N(C(C)=O)c1ccccc1-2 (stereo not given)	-1	31
O=[N+]([O-])c1ccc(CSc2nc3ncccc3[nH]2)cc1	-7	0
CC1CC(C)CN(S(=O)(=O)N2CCCC(C(=O)NCc3cccs3)C2)C1 (stereo not given)	-14	-6
CCCNC(=O)N1CCCC(C)(C(=O)NCc2ccccc2C)C1 (stereo not given)	-3	-8
COc1ccc(C2=CC(c3ccccc3OC(F)F)n3ncnc3N2)cc1 (stereo not given)	-7	3
O=C(Nc1ccc(SC(F)F)cc1)C1=NCCN1	-1	-6
CC(=O)Nc1nnc(SCc2cc(=O)c(OC(=O)c3ccco3)co2)s1	20	0
O=C(CS(=O)(=O)c1cn(Cc2ccc(F)cc2)c2ccccc12)N1CCCCC1	-4	6
Cc1cc(OCC(=O)NC2CCCC2)ccc1Cl	-2	-8
Cc1ccc(C(=O)Nc2ccc3c(c2)nc(C)n3C)cc1	0	-1
O=C(c1cc2ccccc2o1)N1CC(c2nc(-c3cccnc3)no2)C1	-1	-3
O=C(Cc1ccccc1F)N1CCCC1c1cccc(F)c1 (stereo not given)	-2	6
O=C(c1nc2ccccc2s1)N(CCc1cccs1)C1CC1	-5	-38
Cc1cn(-c2ccccc2)nc1C(=O)Nc1nn(C)c2ccccc12	7	.
Cc1cc(NC(=O)Cc2ccccc2)ccc1-c1cc2ccccc2oc1=O	-3	5
CCS(=O)(=O)Nc1ccc(C2(C(=O)NCc3ccccc3Cl)CCC2)cc1	2	-7
O=C(NCc1cccs1)c1cc2c(s1)CCN(C(=O)c1ccc(F)cc1)C2	-1	8
COc1cc(OC)c(C2C(C#N)=C(N)Oc3cc(N)ccc32)cc1Br (stereo not given)	2	14
CCc1ccc(NC(=O)C2CC3CCCN3C23C(=O)N(C)c2ccccc23)cc1 (stereo not given)	-1	9
CC1CCN(c2cc(C(C)C)c(C#N)c3nc4ccccc4n23)CC1	-70	-11
Cc1n[nH]c(=S)[nH]c1=S	7	.
O=C(NCC1CCCO1)c1ccccc1[N+](=O)[O-] (stereo not given)	-15	1

Exported as comma-separated lines: part of the list above
molecule,Pf apPOL inh,mHTT-CaM PPI inh
CCS(=O)(=O)Nc1ccc(C2(C(=O)NCc3ccccc3Cl)CCC2)cc1,2,-7
O=C(NCc1cccs1)c1cc2c(s1)CCN(C(=O)c1ccc(F)cc1)C2,-1,8
COc1cc(OC)c(C2C(C#N)=C(N)Oc3cc(N)ccc32)cc1Br (stereo not given),2,14

The results go on.
SMILES	Pf apPOL inh	mHTT-CaM PPI inh
Cc1nn(C)c2ncc(C(N)=O)c(Oc3ccc(Cl)cc3)c12	-2&-1	.
Cc1cc(-n2nnc(C(=O)Nc3ccc4c(c3)OCCO4)c2-c2cccnc2)ccc1F	-4	13
Cc1ccc(-c2ncc(C(=O)N3CCCN(C)CC3)c(-c3ccncc3)n2)cc1	-3	12
COc1ccccc1NC(=O)Cn1c(-c2nonc2N)nc2ccccc21	-3	-4
O=C1C=CC(=O)C2C3c4ccccc4C(c4ccccc43)C12 (stereo not given)	-11	6
S=c1nn[nH]n1-c1cc(Cl)c(Cl)cc1Cl	-1	.
CC(C)N1CCN(C(=O)c2csc(-c3ccc(N4CCCC4)nc3)n2)CC1	-4	9
O=C(Cc1ccc(F)cc1)Nc1nc(-c2ccccc2)cs1	-4	-6
COc1cc(C2=NOC(C(=O)Nc3cccnc3)C2)cc(OC)c1OC (stereo not given)	0	-3
O=C(Nc1ccc(Cl)cc1[N+](=O)[O-])c1cnc2n(c1=O)CCS2	-2	7
Cc1cc(C)nc(N=C(N)Nc2ccccc2-c2ccccc2)n1	-6	0
COc1cccc(C(=O)NCc2cccnc2-c2ccc(C)cc2)c1	-2	2
OC(COCC1COc2ccccc2O1)CN1CCc2ccccc2C1 (stereo not given)	-2	-4
COc1ccc(CCNC(=O)c2cccc([N+](=O)[O-])c2C)cc1OC	-1	-6
COc1ccc(C=C2Oc3c(ccc(O)c3CN3CCOCC3)C2=O)cc1OC	-14	2
COc1ccc(NC(=O)Nc2cccc(Cl)c2)cc1	.	-5
Cc1ccccc1C(=O)N1CC(C)C(c2nc(-c3ccccc3)no2)C1 (stereo not given)	1	16
O=C(Nc1ccc(-c2nc3cc(Cl)ccc3o2)cc1)c1ccc2c(c1)OCCO2	-2	0
O=C(NCc1csc(C2CCCN(C(=O)c3cc(F)ccc3Cl)C2)n1)C1CC1 (stereo not given)	-2	7
CCc1ccccc1NC(=O)CCCc1ccccc1	1	-5
Cc1ccc(NC(=O)c2ccccc2NC(=O)c2ccco2)cc1C	-2	15
O=C(NCc1cccnc1)c1cnn2c1NC(c1cccs1)CC2C(F)(F)F (stereo not given)	-8	5
O=C(CS(=O)(=O)Cc1ccccc1)N(CC1CCCO1)c1nc2c(F)cccc2s1 (stereo not given)	-6	-12
C1=C(c2ccc3c(c2)c2c4n3CCNC4CCC2)CCC1 (stereo not given)	2	55*
CN1CCN(c2nc(-c3ccccc3)cc(C(F)(F)F)n2)CC1	-6	29
Brc1ccc(C=Nc2c(-c3ccco3)nc3ccccn23)cc1	-1	33
O=C(NNc1c(Cl)cccc1Cl)c1sccc1Cl	14	.
N#Cc1ccc(CN=Cc2cc(Br)ccc2O)cc1	6	.
Cc1cc(C2C(C#N)=C(N)N(c3ccccc3[N+](=O)[O-])C3=C2C(=O)CC(C)(C)C3)c(C)s1 (stereo not given)	0	48
OC[C@@H]1O[C@H](O[C@H]2O[C@H](CO[C@H]3O[C@H](CO)[C@H](O)[C@H](O)[C@H]3O)[C@@H](O)[C@H](O)[C@H]2O)[C@H](O)[C@H]1O	.	-7
O=C(Nc1nc2ccccc2n1CCN1CCCCC1)c1ccccc1	-3	34
CC(C)c1ccc(/C=N/n2c(-c3ccc(C(C)(C)C)cc3)n[nH]c2=S)cc1	.	i
COc1ccc(S(=O)(=O)N2CCCCC2)cc1OC	6	-11
Cc1ccc(C)c(NC(=O)Cn2c(=O)n(C3CCCCC3)c3ncccc32)c1	0	0
CC(C)c1ccccc1OCC(=O)Nc1ccc([N+](=O)[O-])cc1	-2	7
Cc1ccc(-c2nn[nH]n2)cc1Cl	-8	.
CC1CCN(C(=O)C2CCCN(c3ncccc3-c3noc(C4CCC4)n3)C2)CC1 (stereo not given)	-5	2
COc1ccc(C(O)Cc2nc3ccccc3n2Cc2ccc(Cl)cc2)cc1 (stereo not given)	-8	-6
O=C(NCCN1CCCC1)c1cc2cn(C3CCCC3)cc2s1	3	17
O=C(Nc1ccc2c(c1)Cc1ccccc1-2)c1ccccc1	4	10
O=C1CC(NS(=O)(=O)c2ccc(F)c(Cl)c2)CN1 (stereo not given)	0	-15
O=[N+]([O-])c1ccc(O)c(C=Nc2ccc3ncccc3c2)c1	-4	30
O=C(CC12CC3CC(CC(C3)C1)C2)Nc1noc2ncccc12	-5	-2
O=C1OC(c2ccccc2Br)=N/C1=C/c1ccc2c(c1)OCO2	8	2
CCCCOc1ccc(S(=O)(=O)N2CCCCC2)cc1	3	-20
COc1ccc(CN2CCCCCC2)c(C)c1C	-3	-2
O=C(NCc1ccc(F)cc1)C1c2ccccc2C(=O)N2CCc3ccccc3C12 (stereo not given)	2	7
CN(C)S(=O)(=O)c1ccc(C(=O)Nc2nc(-c3ccc4c(c3)OCO4)cs2)cc1	4	-2

Molecules above with a nitro group on carbon (7):
SMILES	Pf apPOL inh	mHTT-CaM PPI inh
O=[N+]([O-])c1ccc(CSc2nc3ncccc3[nH]2)cc1	-7	0
O=C(NCC1CCCO1)c1ccccc1[N+](=O)[O-] (stereo not given)	-15	1
O=C(Nc1ccc(Cl)cc1[N+](=O)[O-])c1cnc2n(c1=O)CCS2	-2	7
COc1ccc(CCNC(=O)c2cccc([N+](=O)[O-])c2C)cc1OC	-1	-6
Cc1cc(C2C(C#N)=C(N)N(c3ccccc3[N+](=O)[O-])C3=C2C(=O)CC(C)(C)C3)c(C)s1 (stereo not given)	0	48
CC(C)c1ccccc1OCC(=O)Nc1ccc([N+](=O)[O-])cc1	-2	7
O=[N+]([O-])c1ccc(O)c(C=Nc2ccc3ncccc3c2)c1	-4	30

The listing continues.
SMILES	Pf apPOL inh	mHTT-CaM PPI inh
Cc1cnnn1-c1ccc(C(=O)Nc2cc(Cl)ccc2Cl)cc1	5	-16
c1ccc(CSc2nnc(-c3ccco3)c(-c3ccco3)n2)cc1	-6	85*
CCCN1CCC(=O)N(CCSc2ccc(OC)cc2)CC1	-8	1
CCN1CCCC(NS(=O)(=O)c2ccc(Cl)c(Cl)c2)C1 (stereo not given)	1	-4
COc1ccc(-c2cc(C(F)(F)F)n3nc(C(=O)Nc4ccc5c(c4)OCO5)cc3n2)cc1	13	1
COc1ccc(-c2nnc(N3CCC(C(=O)NCc4cccnc4)CC3)o2)cc1	-4	-7
COc1cc(CN2CCN(c3ncccn3)CC2)cc(Br)c1O	42	-10
COc1ccc(C2=NOC(C(=O)NCCCn3ccnc3)C2)cc1 (stereo not given)	-3	-7
CCC(=O)N1CCc2cc(Br)cc(S(=O)(=O)Nc3cc(OC)ccc3OC)c21	-1	6
COCCNC(=O)C1CCc2nc(N3CCN(C(=O)C(C)C)CC3)sc2C1 (stereo not given)	10	12
Cc1ccc(C2=Nc3cccnc3N(CC(=O)Nc3ccc(Cl)cc3)C(=O)C2)cc1	-2	9
O=C1c2ccccc2C(=O)N1CCSc1ncn[nH]1	0	5
COc1ccc(NC(=O)CSc2nc3c(cnn3-c3ccc(C)c(C)c3)c(=O)[nH]2)c(OC)c1	-16	0
COc1ccc(C)cc1NC(=O)N1CCCC1c1cc(C)on1 (stereo not given)	-4	-1
Cc1c(C(=O)NCc2cccnc2)oc2ccc(S(=O)(=O)N3CCCC(C)C3)cc12 (stereo not given)	-2	0
Cc1ccc(-c2nnc(-c3cccc(F)c3)o2)cc1	-2	-7
O=C(O)c1ccccc1N1C(=O)c2ccc(Oc3ccccc3)cc2C1=O	-3	-5
Cc1cc(C)nc(NS(=O)(=O)c2ccc(NC(=O)Nc3ccccc3C(F)(F)F)cc2)n1	-6	.
COc1ccc(C(=O)N2CCCC2c2ccc(C)cc2)cc1OC (stereo not given)	-1	7
CCC(O)c1ccc(OC)c(OC)c1 (stereo not given)	-4	0
O=[N+]([O-])c1cccc(-c2noc(-c3ccccc3Cl)n2)c1	0	-4
Cc1ccc(S(=O)(=O)Nc2ccc(O)cc2Cl)cc1	-2	-10
Cc1ccc(C2CN(S(=O)(=O)c3ccc(C#N)cc3)CCN2C)cc1 (stereo not given)	-4	0
COc1ccc(NC(=O)CSc2nnnn2-c2ccc3c(c2)OCO3)cc1OC	-11	-1
C=CCNC(=O)C1CCN(c2ncnc3c2oc2ccccc23)CC1	-7	-4
COc1cccc(-c2cc3n(n2)CCCN(C(=O)Nc2cccc(C#N)c2)C3)c1	-5	-1
Cc1cc(Br)ccc1NC(=O)CC(C)c1ccccc1 (stereo not given)	-8	-7
Cc1ccc(-c2csc(Nc3ccc(Cl)cc3)n2)cc1	0	47
CC=CCn1c(=O)c2c(nc3n(C4CCCC4)c(C)c(C)n23)n(C)c1=O	4	-4
O=S(=O)(c1ccc(Br)cc1)N1CCc2nc[nH]c2C1	0	-1
Cc1cccc(C(=O)N2CCC(Cc3ccccc3)CC2)c1	-2	-8
COc1nn(C)cc1C(=O)NCCC1CCCCN1S(=O)(=O)c1cccs1 (stereo not given)	-1	2
CC(C)CC(NC=C1C(=O)OC(C)(C)OC1=O)C(=O)Nc1ccc([N+](=O)[O-])cc1 (stereo not given)	3	10
COc1ccccc1C(CC(=O)N1CCCC1)c1ccc2c(c1)OCO2 (stereo not given)	2&-5	6&7
COc1ccc(-c2noc(C3CCCN3C(=O)Nc3ccccc3Cl)n2)cc1 (stereo not given)	-6	-7
COc1ccc(-c2cc3cc(C)c(C#N)c(N4CCCC4)n3c2)cc1	-10	24

Reprinted from the part before: two entries, then new ones.
SMILES	Pf apPOL inh	mHTT-CaM PPI inh
COc1ccc(-c2noc(C3CCCN3C(=O)Nc3ccccc3Cl)n2)cc1 (stereo not given)	-6	-7
COc1ccc(-c2cc3cc(C)c(C#N)c(N4CCCC4)n3c2)cc1	-10	24
O=C(Nc1ccc(N2CCOCC2)nc1)NC1CCCC1	-4	28
COc1ccc(C(=O)c2c[nH]c3ccccc23)cc1	2	-10
O=C1c2ccccc2S(=O)(=O)N1c1c(F)c(F)nc(F)c1F	.	-3
Cc1cc2n(n1)CCCN2C(=O)CCC(=O)NCc1ccc2c(c1)OCO2	-3	4
Cc1oc(C2CCN(S(=O)(=O)c3ccc(C(F)(F)F)cc3)CC2)nc1C(=O)N(C)C	-1	-1
O=C1CCCN2N=C(SCc3ccccc3Cl)SC2=N1	-1	-6
O=S1(=O)c2c(NCc3ccco3)cccc2Oc2ccccc2CN1Cc1cn(Cc2ccccc2C(F)(F)F)nn1	-2	-4
Cc1cc(N2CCOCC2)nc(SCc2cccc(C(=O)N3CCCC3)c2)n1	2	4
CC(C)NC(=O)C(C)NC(=O)C1CC(c2ccccc2)=NO1 (stereo not given)	0	-6
CCc1[nH]nc(-c2cccc(OC)c2)c1NC(=O)C1CCCCC1	-6	0
Cc1cc(NC(=O)c2ccccc2C)ccc1I	-4	-10
Cc1ccc(CNC(=O)c2cnn3c(C(F)(F)F)cc(-c4ccccc4)nc23)cc1	-8	4
Cc1ccc(-c2ccc(CN3C(CC(C)C)C(=O)N(Cc4cn(CCC5OCCCO5)nn4)CCS3(=O)=O)cc2)cc1 (stereo not given)	-11	21
N#Cc1nc2c(C#N)c(N)n(CCN3CCOCC3)c2nc1C#N	1	-1
Cc1nc(N2CCc3ccccc32)c2onc(-c3ccccc3)c2n1	-2	-7
CCOc1ccsc1C(=O)NNC(=O)c1ccc([N+](=O)[O-])cc1	5&1	.

Part of the list above in order of SMILES length, largest number first.
SMILES	Pf apPOL inh	mHTT-CaM PPI inh
CCC(=O)N1CCc2cc(Br)cc(S(=O)(=O)Nc3cc(OC)ccc3OC)c21	-1	6
O=C(NCc1cccs1)c1cc2c(s1)CCN(C(=O)c1ccc(F)cc1)C2	-1	8
CCc1[nH]nc(-c2cccc(OC)c2)c1NC(=O)C1CCCCC1	-6	0
